PAX8 inh HTS: inhibitors of PAX8 transcriptional activity in RMG-I cells; inhibition, % at 12.6 µM; RMG-I TPO-luciferase reporter, SteadyGlo, 24 h; 1.2% of 360,000 active;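 active = mean replicate inhibition at least 60% with every replicate also reaching 60%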;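 note: luciferase light reporting Pax8 driven TPO promoter activity; plate controls were median of neutral control wells for no effect and mitoxantrone controls for full effect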
PglD inh: PglD (C. jejuni) enzyme inhibition | purified PglD enzyme, DTNB colorimetric CoA detection | 0.098% of 360,000 active | inhibition, % at 12.5 µM; in the data active = inhibition above about 16%, passing the limit was not always enough; note: strong numbers were not always called active
EWS-Fli block: EWS/Fli transcriptional activity inhibition; A673 NR0B1-luciferase reporter, viability-normalised; inhibition, % at 12.6 µM; 0.67% of 350,000 active; AID 651661;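 active = mean inhibition of at least 50% after viability correction, with every replicate also passing that limit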;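 note: firefly luciferase signal divided by Alamar Blue viability fluorescence both relative to DMSO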
ERAP1 inh: blocks human ERAP1 aminopeptidase activity. Q9NZ08. recombinant ERAP1, Leu-AMC fluorescence, 60 min. inhibition, % at 10.7 µM. 0.15% of 340,000 active. AID 652197;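 active = mean replicate inhibition of at least 30%, or all replicates individually reaching that 30% level; inactive = mean below 30% and not every replicate reaching it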;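 note: 0% = neutral control wells and 100% = L-leucinethiol positive control wells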
Target sequence (Q9NZ08 whole entry, looked up): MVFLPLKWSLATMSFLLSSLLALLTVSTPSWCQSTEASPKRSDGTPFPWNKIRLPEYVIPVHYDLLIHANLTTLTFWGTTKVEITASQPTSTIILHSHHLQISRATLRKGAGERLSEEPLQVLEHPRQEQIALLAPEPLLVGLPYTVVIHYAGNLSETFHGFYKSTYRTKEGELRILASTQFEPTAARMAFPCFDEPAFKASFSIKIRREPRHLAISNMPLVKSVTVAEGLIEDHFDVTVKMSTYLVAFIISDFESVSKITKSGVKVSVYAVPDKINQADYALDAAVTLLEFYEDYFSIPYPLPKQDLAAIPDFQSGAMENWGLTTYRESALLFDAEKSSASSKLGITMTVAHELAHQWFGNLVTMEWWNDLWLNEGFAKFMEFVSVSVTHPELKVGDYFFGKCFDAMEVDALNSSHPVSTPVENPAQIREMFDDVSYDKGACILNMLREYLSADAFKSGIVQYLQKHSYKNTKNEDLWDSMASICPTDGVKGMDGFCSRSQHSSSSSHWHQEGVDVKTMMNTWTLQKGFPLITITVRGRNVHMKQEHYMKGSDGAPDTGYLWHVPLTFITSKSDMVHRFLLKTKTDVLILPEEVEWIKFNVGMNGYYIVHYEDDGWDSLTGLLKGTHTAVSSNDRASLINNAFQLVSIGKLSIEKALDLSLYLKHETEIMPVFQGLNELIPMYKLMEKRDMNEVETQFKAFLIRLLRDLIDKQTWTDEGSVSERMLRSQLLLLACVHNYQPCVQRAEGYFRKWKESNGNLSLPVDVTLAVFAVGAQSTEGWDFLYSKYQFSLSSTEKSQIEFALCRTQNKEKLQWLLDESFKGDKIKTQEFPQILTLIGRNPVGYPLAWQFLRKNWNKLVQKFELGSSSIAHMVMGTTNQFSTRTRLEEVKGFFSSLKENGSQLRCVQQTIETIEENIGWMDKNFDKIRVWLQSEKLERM
FN deposit inh: fibronectin deposition inhibition. AH1F fibroblasts, Alexa488-fibronectin deposition fluorescence, overnight. inhibition, % at 12.6 µM. 0.086% of 350,000 active. AID 743247;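 active = mean inhibition across replicates of 30% or more, regardless of how many single replicates reach that level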;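 note: positive control wells lacked labelled fibronectin entirely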
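Material: AH1F fibroblasts assembling fluorescent fibronectin matrix; amount: 10000 AH1F cells/well; medium: DMEM, 2% serum; reagent: Alexa488-fibronectin, 24 nM final in well; dosing: single compound dose, delivered by pin transfer; incubation: 1 h adhesion, overnight exposure; detection: fluorescence after three HBSS washes, excitation 485 nm, emission 525 nm; measure: fibronectin deposition inhibition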
LGR2 inh: inhibitors of bursicon-induced Drosophila LGR2 receptor cAMP signaling; HEK293 LGR2, CRE-luciferase, bursicon-stimulated, 4 h; inhibition, % at 9.99 µM; 0.35% of 380,000 active;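 active = drop in luminescence signal, shown as inhibition above about 50% in the replicate tests, limit read from the data, passing the limit was not always enough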;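 note: agonist challenge used bursicon conditioned medium at about half maximal strength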
S100A4 inh HTS: blocks human S100A4 binding to myosin IIA peptide | S100A4/TAMRA-MyoIIA peptide fluorescence polarization | AID 652163 | P26447 | 0.14% of 360,000 active | inhibition, % at 10.7 µM;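 active = mean inhibition of at least 70% across replicates, with every replicate also reaching that level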
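Test system: S100A4 monomer protein. Medium: HEPES buffer with Ca2+, pH 7.2. Reagent: fluorescent myosin IIA peptide, 5 nM. Compound dosing: single-point compound testing. Timing: 5 min between mix addition and reading. Benchmarks: DMSO neutral and TFP positive wells.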
PGC1a acetyl inh: modulators of PGC1a acetylation | U2OS PGC1a acetylation, AlphaScreen anti-acetyl-lysine; with virally co-expressed GCN5 acetyltransferase | 0.17% of 350,000 active | inhibition, % at 15.6 µM;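 active = every replicate shows inhibition of at least 40%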;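 note: 0% = neutral control wells and 100% = positive control wells; some results beyond the cut were filed as inactive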
* hit, by the source's call; · = no result given. This is a random part of the collection (roughly 2.1% active in at least one column).

#	SMILES	FN deposit inh	ERAP1 inh	PGC1a acetyl inh	PAX8 inh HTS
1	Cc1noc(C)c1S(=O)(=O)Nc1ccc2c(c1)CC(=O)N([C@H](C)CO)C[C@@H](C)[C@H](CN(C)Cc1ccccc1)O2	·	-1	·	4
2	O=C(Nc1ccccc1Cl)c1cc(C2CCCN(C(=O)C3CCCCC3)C2)on1 (centres undefined)	4	11	7	-2
3	CC(=O)c1cc2c(cc1NC(=O)CN1CCCCCCC1)OCO2	-5	·	-18	22
4	N#C[C@@H]1[C@H](c2ccc(-c3ccccc3F)cc2)[C@H](CO)N1C(=O)C1CCC1	-17	-2	-1	3
5	O=C1Nc2cc(C(=O)NCCN3CCCCCC3)ccc2S/C1=C\c1ccccc1	-12	1	-21	20
6	O=S1(=O)CCN(Cc2ccc(Cl)c(C(F)(F)F)c2)CC1	-13	·	11	-11
7	CCOc1ccccc1C1CC(=O)Nc2c1c(=O)n(C)c(=O)n2C (centres undefined)	-3	·	1	-15
8	CCc1nn2c(=O)c(S(=O)(=O)Nc3ccc(C(C)C)cc3)c(C)nc2s1	-1	0	-16	8
9	O=C(CN(Cc1ccco1)C(=O)c1ccc(N2CCCC2=O)cc1)Nc1ccccc1C(F)(F)F	0	0	·	4
10	O=C(C[C@H]1CC[C@@H]2[C@H](COC[C@H](O)CN2C(=O)c2ccc(F)cc2)O1)Nc1ccc(-c2ccccc2)cc1	-4	0	2	26
11	CN(C)C(CNC(=O)NC1CCCCC1)c1cccnc1 (centres undefined)	11	·	-2	-7
12	COc1ccc2nc(SCC(=O)Nc3ccccc3C)[nH]c2c1	-5	·	-4	·
13	Cc1nnc(SCC(=O)Nc2cccc(Br)c2)s1	-5	-9	6	-3
14	COc1ccccc1C(=O)NCCC(=O)Nc1ccc(S(=O)(=O)N2C(C)CCCC2C)cc1 (centres undefined)	0	2	·	18
15	Cc1ccc(S(=O)(=O)CCC(=O)NCCc2ccccc2)cc1	9	-1	-5	-4

#	EWS-Fli block	LGR2 inh	PglD inh	S100A4 inh HTS
1	3	11	3	-3
2	-9	16	1	-1
3	·	·	3	·
4	2	5	3	-7
5	60*	-3	-3	-6
6	·	4	·	·
7	-2	11	-2	0
8	3	3	1	-1
9	2	3	·	-2
10	-15	-4	2	4
11	·	·	-5	·
12	·	17	7	·
13	-2	-11	1	15
14	10	5	-1	-5
15	-11	-10	8	3

Given with bars between the fields: entries from further up
nr | Compound | FN deposit inh | ERAP1 inh | PGC1a acetyl inh | PAX8 inh HTS | EWS-Fli block | LGR2 inh | PglD inh | S100A4 inh HTS
15 | Cc1ccc(S(=O)(=O)CCC(=O)NCCc2ccccc2)cc1 | 9 | -1 | -5 | -4 | -11 | -10 | 8 | 3
10 | O=C(C[C@H]1CC[C@@H]2[C@H](COC[C@H](O)CN2C(=O)c2ccc(F)cc2)O1)Nc1ccc(-c2ccccc2)cc1 | -4 | 0 | 2 | 26 | -15 | -4 | 2 | 4
13 | Cc1nnc(SCC(=O)Nc2cccc(Br)c2)s1 | -5 | -9 | 6 | -3 | -2 | -11 | 1 | 15

(list continues)
#	SMILES	FN deposit inh	ERAP1 inh	PGC1a acetyl inh	PAX8 inh HTS
16	CSc1ccccc1C(=O)Nc1ccccc1C(=O)NC(C)C	4	-1	·	2
17	C[C@H](CO)N1C[C@H](C)[C@@H](CN(C)S(=O)(=O)c2ccccc2)Oc2ncc(C#CCN(C)C)cc2C1=O	-8	3	5	·
18	CC(=O)Nc1ccc(NC(=O)COC(=O)COc2ccc3ccccc3c2)cc1	6	0	-2	4
19	CN(C)c1ccc(/C=C2\c3ccccc3C(=O)N2c2ccccc2)cn1	5	3	6	15
20	CCN(C(=O)c1cc2c(=O)[nH]c3ccc(C)cc3c2s1)c1cccc(C)c1	-6	2	-1	-9
21	CC(=O)OC(C(=O)NC1CCCCC1)c1ccncc1 (centres undefined)	·	-1	19	·
22	C[C@@H]1CN([C@H](C)CO)C(=O)c2cc(NC(=O)CCC(F)(F)F)ccc2O[C@@H](C)CCCCO[C@H]1CN(C)S(=O)(=O)c1ccc(F)cc1	1	-5	7	11
23	COc1ccc(C(=O)COC(=O)c2ccccc2NS(=O)(=O)c2ccc(O)c([N+](=O)[O-])c2)cc1	1	2	6	-4
24	N=C(N)N1CCc2ccccc21	3	5	·	10
25	COC(=O)c1cc2c(c3c4ccccc4n(S(=O)(=O)c4ccccc4)c13)C(=O)N(Cc1ccco1)C2	6	0	·	16
26	Cc1nn(C)c(C)c1/C=C(\C#N)S(=O)(=O)c1ccc(F)cc1	0	-3	-2	-7
27	OC[C@@H]1CN(Cc2ccc(F)cc2)C[C@H](n2cnc3c(NC4CCCC4)ncnc32)O1	-5	25	·	4
28	C=CCNCc1cccn1-c1ccccc1	·	-2	3	·
29	Cc1cc(OCC(=O)NC2CC2)c2c(C)c(C)c(=O)oc2c1	-11	0	4	4
30	Cc1ccc(S(=O)(=O)N2[C@H](CC(=O)c3ccc(F)cc3)OC[C@@H]2C(C)C)cc1	-8	0	·	-5

#	EWS-Fli block	LGR2 inh	PglD inh	S100A4 inh HTS
16	-1	13	-3	8
17	4	-8	-2	-11
18	16	-3	5	-1
19	0	-24	-6	3
20	20	-4	-2	-3
21	4	12	-6	-6
22	1	-6	5	-10
23	1	-3	·	3
24	-15	15	·	3
25	27	8	·	-2
26	-9	-9	10	-2
27	-2	15	2	4
28	·	14	-1	0
29	13	-20	0	-1
30	-6	23	·	9

(listing goes on)
#	SMILES	FN deposit inh	ERAP1 inh	PGC1a acetyl inh	PAX8 inh HTS
31	CC#CC(=O)N1CCC(n2nccc2NC(=O)c2ccc3c(c2)OCO3)CC1	-5	-3	-52	9
32	Cc1sc(NC(=O)CN2CCOCC2)c(C(=O)c2ccccc2)c1C	-2	·	-10	8
33	CC(=O)N1CCc2cc(S(=O)(=O)NC(C(=O)NCc3ccccc3)C(C)C)ccc21 (centres undefined)	0	·	34	-3
34	COc1ccccc1/C=C1\SC(=O)N(CCC(=O)NCCCn2ccnc2)C1=O	10	7	-214	-41
35	COc1ccccc1Nc1nc(-c2ccc3c(c2)NC(=O)CO3)cs1	-14	0	·	-15
36	COC(=O)c1c(C)nn(-c2ccc(F)c(Cl)c2)c1-c1cc(C)on1	8	-1	-8	5
37	O=C(C1CCC1)N1[C@@H](CO)[C@@H](c2ccccc2)C12CN(Cc1cccc(Cl)c1)C2	4	4	3	7
38	CCOC(=O)C1(CCOC)CCN(Cc2cnc(-c3cccc(C)c3)nc2)CC1	-5	6	-6	-1
39	O=C(N[C@H]1CC[C@H](CCNS(=O)(=O)c2ccccc2)O[C@@H]1CO)c1cnccn1	·	-2	0	-8
40	COc1ccc(CN(C)C[C@@H]2OCCCC[C@H](C)Oc3ccc(NS(=O)(=O)c4cn(C)cn4)cc3C(=O)N([C@@H](C)CO)C[C@H]2C)cc1	·	-1	12	-27
41	Cc1cc(NC(=O)C2CCN(S(=O)(=O)Cc3ccccc3)CC2)ccc1-n1cnnn1	-1	·	-7	2
42	CCN(c1ccccc1)S(=O)(=O)c1cc(C(=O)NCC(c2ccco2)N2CCCCC2)ccc1C (centres undefined)	-5	-3	8	29
43	Cn1c(=O)oc2cc(S(=O)(=O)N3CCC(C(=O)N4CCN(c5ccc(F)cc5)CC4)CC3)ccc21	10	-2	-1	16
44	CO[C@H]1CN(C)C(=O)c2ccc(NS(C)(=O)=O)cc2OC[C@@H](C)N(CCC(F)(F)F)C[C@@H]1C	-3	-3	-2	10
45	COc1cccc(CNC(=O)[C@H]2[C@H](CO)[C@H]3Cn4c(cccc4=O)[C@@H]2N3C(=O)C2CCCCC2)c1	-1	-3	·	·

#	EWS-Fli block	LGR2 inh	PglD inh	S100A4 inh HTS
31	·	-22	-1	2
32	·	·	0	·
33	·	·	15	·
34	-42	-14	-9	-8
35	-24	2	4	-8
36	7	-2	·	-2
37	-7	-1	·	-8
38	-3	-10	·	-1
39	4	-9	-2	4
40	45	16	7	110*
41	·	·	0	·
42	11	-10	-1	-4
43	3	-1	-8	12
44	-3	0	2	7
45	-2	16	-1	4

Continued.
#	SMILES	FN deposit inh	ERAP1 inh	PGC1a acetyl inh	PAX8 inh HTS
46	Cc1cc(C(=O)Nc2cccc3c2O[C@H](CN(C)Cc2ccc(C(=O)Nc4ccccc4N)cc2)[C@@H](C)CN([C@@H](C)CO)C3=O)n(C)n1	-1	-1	11	·
47	CCOc1ccccc1NC(=O)COc1cccc(-n2cnnn2)c1	8	·	2	24
48	CC(C)C[C@H]1CN([C@@H](Cc2ccccc2)CN2CCC[C@H]2CN2C(=O)C(=O)NC[C@@H]2Cc2ccccc2)C(=O)C(=O)N1CC1CCCCCC1	1	0	·	-8
49	COCCNC(=S)Nc1ccccc1[N+](=O)[O-]	3	-1	-5	5
50	CCCC(=O)N(CC(=O)Nc1sc(C)c(C)c1C(N)=O)Cc1ccccc1	·	-1	-5	5
51	COc1ccc2[nH]c(=O)c(CN(Cc3ccco3)C(c3nnnn3Cc3ccccc3)C(C)C)cc2c1 (centres undefined)	4	-6	5	45
52	O=C(CCS(=O)(=O)c1ccc(Cl)cc1)NCCc1c[nH]c2ccccc12	·	3	-7	-1
53	C/C(=N\NC(=O)Nc1ccccc1)c1ccccc1	2	0	16	21
54	O=C1CCCN1CCCn1cnc2c([nH]c3ccc(F)cc32)c1=O	3	·	5	·
55	O=C(Nc1cccc(F)c1)N1CC(=O)N2[C@H](CO)[C@H](c3ccc(C#CC4CC4)cc3)[C@H]2C1	·	0	-2	·

#	EWS-Fli block	LGR2 inh	PglD inh	S100A4 inh HTS
46	4	-19	3	10
47	·	·	-1	·
48	9	6	·	4
49	6	5	·	11
50	-3	21	·	0
51	·	27	8	0
52	15	-14	2	7
53	-29	-24	5	8
54	·	·	-1	4
55	-2	17	·	-18

Entries from the list above that have a nitro group on carbon:
#	SMILES	FN deposit inh	ERAP1 inh	PGC1a acetyl inh	PAX8 inh HTS
23	COc1ccc(C(=O)COC(=O)c2ccccc2NS(=O)(=O)c2ccc(O)c([N+](=O)[O-])c2)cc1	1	2	6	-4
49	COCCNC(=S)Nc1ccccc1[N+](=O)[O-]	3	-1	-5	5

#	EWS-Fli block	LGR2 inh	PglD inh	S100A4 inh HTS
23	1	-3	·	3
49	6	5	·	11
